Diaph act CS – counter-screen for diaphorase-based assays: diaphorase activators and chemical reducers. activation factor at 20 µM. Diaphorase/resazurin coupled assay, resorufin fluorescence, 16 min; hits give high values; 1 = vehicle wells, 0 = NADH-free wells. 190,000 tested, 0.005% active;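 active = diaphorase activity raised at least twofold by the compound at 20 µM; inactive = activation factor below 2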
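Assay system: Purified diaphorase enzyme from Clostridium kluyveri | Amount: Enzyme 0.07 U/mL final | Dosing: Compound 20 µM once, DMSO 1% | Timing: 16 min reaction at room temperature | Detection: Fluorescence, excitation 544 nm and emission 590 nm | Evaluation: Higher resorufin formation from activation or reduction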
NF-kB expr up – compounds increasing NF-kB expression in human neuronal cells | fold change at 12.5 µM | 190,000 tested, 1.6% active | NF-kB reporter expression; hits give high values; in the data active = fold change above about 3.3
FLuc act counter – affects firefly luciferase, flagging false hits in luciferase stimulation screens; P08659; ATPlite luciferase biochemical, luminescence, 10 min; 0 = ATP-free wells, 1 = DMSO control; activation factor at 10 µM; 200,000 tested, under 10 active; AID 1027;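 active = luciferase activation factor, scaled between plate controls, of at least 2 with compound at 10 µM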
Target sequence (P08659 whole entry, looked up): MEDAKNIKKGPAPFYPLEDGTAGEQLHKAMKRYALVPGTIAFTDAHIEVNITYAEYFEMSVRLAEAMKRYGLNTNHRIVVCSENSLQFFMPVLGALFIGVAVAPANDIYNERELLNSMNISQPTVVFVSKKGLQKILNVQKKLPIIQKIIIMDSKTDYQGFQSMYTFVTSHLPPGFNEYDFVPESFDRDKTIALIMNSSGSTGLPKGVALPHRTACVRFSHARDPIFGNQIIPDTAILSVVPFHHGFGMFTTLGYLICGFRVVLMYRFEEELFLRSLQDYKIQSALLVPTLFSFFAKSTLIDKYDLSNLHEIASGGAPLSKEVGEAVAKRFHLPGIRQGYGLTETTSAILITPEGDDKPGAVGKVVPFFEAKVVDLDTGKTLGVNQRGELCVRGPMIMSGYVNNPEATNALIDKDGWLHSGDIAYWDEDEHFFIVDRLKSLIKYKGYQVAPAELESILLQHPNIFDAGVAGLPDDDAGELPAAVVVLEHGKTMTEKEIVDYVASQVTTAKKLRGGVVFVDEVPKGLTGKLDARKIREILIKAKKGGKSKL
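System: cell-free luciferase reagent; medium: PBS as buffer for the ATP substrate; doses: test compounds dosed from 2 mM stocks in 100% DMSO; incubation: 10 min, room temperature; measured by: luminescence from luciferase reaction; read-out: luciferase activation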
G6PDH counter – inhibits Leuconostoc G6PDH, flagging false hits in G6PDH-based assays; Purified L. mesenteroides G6PDH, diaphorase/resazurin coupled fluorescence, 45 min; inhibition, % at 5 µM; 200,000 tested, 0.12% active; AID 1020; in the data active = inhibition above about 50%
APP 5'UTR act – APP 5'UTR luciferase reporter activation; 190,000 tested, 1% active; SH-SY5Y APP 5'UTR luciferase reporter, luminescence; zero percent = DMSO vehicle wells; activation, % at 2 µM;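 active = activation above a set limit, based on mean plus 3 SD of controls, cut at about 140% in these data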; note: values of inactives mirror those of a sister screen read the other way
APP 5UTR inh – APP translation inhibition | SH-SY5Y APP 5'UTR-luciferase reporter, luminescence | AID 1285 | inhibition, % at 2 µM | 190,000 tested, 0.82% active;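 active = inhibition above a set limit, derived from the sample mean plus 3 SD, cut at about 45% in these data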; note: values of inactives mirror those of a sister screen read the other way
TLR4-MyD88 BLA – inhibitors of human TLR4-MyD88 binding; O00206+Q99836; HeLa CL3-4 TLR4/MyD88 BLA complementation, FRET ratio; inhibition, % at 8.4 µM; 200,000 tested, 0.18% active; AID 861; in the data active = inhibition above about 25%;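 note: 0% = vehicle and 100% = reference inhibitor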
STAT1 act – increases IFN-gamma driven STAT1 reporter signal; 200,000 tested, 2.6% active; activation (% of control), % at 5.5 µM; NIH 3T3 STAT1-luciferase reporter, luminescence; 100% = IFN-gamma alone, no compound; AID 932;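 active = activation above the screen-wide mean activation plus 3 SD, cut at about 130% in these data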;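 note: raw ratio to IFN-gamma control signal so 100% means no change and 0% no light; values of inactives mirror those of a sister screen read the other way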
FLuc inh counter – Photinus pyralis luciferase inhibition counter-screen | P08659 | ATPLite firefly luciferase biochemical luminescence, 10 min | inhibition, % at 10 µM | 200,000 tested, 1.5% active;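 active = inhibition above about 50% when tested at 10 µM, limit read from the data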
Diaph inh CS – diaphorase inhibition or chemical oxidation counter-screen. diaphorase resazurin-to-resorufin fluorescence, NADH, 16 min; bacterial (C. kluyveri) enzyme, not human. inhibition, % at 20 µM. 190,000 tested, 0.69% active. AID 1217;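 active = primary screen inhibition at 20 µM above a set limit, cut at about 50% in these data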;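 note: plate controls were DMSO with full reaction for no effect and wells lacking NADH for full effect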
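Test system: diaphorase enzyme from Clostridium kluyveri; amount: diaphorase at 0.14 U/mL in enzyme working solution; detection: fluorescence of resorufin formed from resazurin, Ex 544/Em 590 nm; times: reaction incubation of 16 min at room temperature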
The depositor's hits bear a star.

How did OCCCc1n[nH]c(=S)n1-c1ccccc1 do in these assays?
Diaph act CS: 0.9; NF-kB expr up: 1.2; FLuc act counter: 1.1; G6PDH counter: 11; APP 5'UTR act: -4; APP 5UTR inh: 4; TLR4-MyD88 BLA: 3; STAT1 act: 99; FLuc inh counter: -7; Diaph inh CS: 15

Results for Cc1ccc(-c2c(C)n([O-])c3c([n+]2=O)CCC3)o1 ?
Diaph act CS: 0.8; NF-kB expr up: 1.3; FLuc act counter: 1.1; G6PDH counter: 3; APP 5'UTR act: -7; APP 5UTR inh: 7; TLR4-MyD88 BLA: -5; STAT1 act: 102; FLuc inh counter: -8; Diaph inh CS: 20

How did COc1ccccc1S(=O)(=O)n1cc(Cc2ccccc2)c(N)n1 do in these assays?
Diaph act CS: 0.9; NF-kB expr up: 0.96; FLuc act counter: 1; G6PDH counter: 8; APP 5'UTR act: 0; APP 5UTR inh: 0; TLR4-MyD88 BLA: -4; STAT1 act: 100; FLuc inh counter: -1; Diaph inh CS: 13

Results for CCOC(=O)C1=C(C)N(c2ccc(OC)cc2)C(=O)/C1=C\c1cccs1 ?
Diaph act CS: 0.9; NF-kB expr up: 1; FLuc act counter: 1.1; G6PDH counter: -6; APP 5'UTR act: -13; APP 5UTR inh: 13; TLR4-MyD88 BLA: -6; STAT1 act: 93; FLuc inh counter: -8; Diaph inh CS: 12

What do the screens show for `O=C1C2C3C=CC(C3)C2C(=O)N1CCCO` (stereo unspecified)?
Diaph act CS: 1.1; NF-kB expr up: 1; FLuc act counter: 1; G6PDH counter: 0; APP 5'UTR act: 7; APP 5UTR inh: -7; TLR4-MyD88 BLA: -3; STAT1 act: 103; FLuc inh counter: -4; Diaph inh CS: -6

Results for Cc1ncc(CN2CCN(Cc3ccccc3)C(CCO)C2)s1 (stereo unspecified) ?
Diaph act CS: 0.8; NF-kB expr up: 0.99; FLuc act counter: 1.1; G6PDH counter: 3; APP 5'UTR act: 3; APP 5UTR inh: -3; TLR4-MyD88 BLA: 2; STAT1 act: 92; FLuc inh counter: -5; Diaph inh CS: 20

What do the screens show for `CN(C(=O)c1ccc(Cl)cc1)C1=CCCCC1CCC#N` (stereo unspecified)?
Diaph act CS: 1; NF-kB expr up: 1.2; FLuc act counter: 1.1; G6PDH counter: 3; APP 5'UTR act: 1; APP 5UTR inh: -1; TLR4-MyD88 BLA: 6; STAT1 act: 100; FLuc inh counter: -8; Diaph inh CS: -3

How did Cc1ccc(C(=O)Nc2ccc(N3CCN(S(C)(=O)=O)CC3)cc2)cc1C do in these assays?
NF-kB expr up: 1.1; FLuc act counter: 1; G6PDH counter: 12; APP 5'UTR act: 36; APP 5UTR inh: -36; TLR4-MyD88 BLA: 7; STAT1 act: 118; FLuc inh counter: 2

Results for CC1=CC(C)(C)N=C(NC#N)N1 ?
Diaph act CS: 0.9; NF-kB expr up: 1.1; FLuc act counter: 1.1; G6PDH counter: -6; APP 5'UTR act: 9; APP 5UTR inh: -9; TLR4-MyD88 BLA: -5; STAT1 act: 98; FLuc inh counter: -6; Diaph inh CS: 10

What do the screens show for `COc1cccc(OCCCN2CCN(S(=O)(=O)c3ccc(NC(C)=O)cc3)CC2)c1`?
Diaph act CS: 1; NF-kB expr up: 0.64; FLuc act counter: 1; G6PDH counter: 1; APP 5'UTR act: 0; APP 5UTR inh: 0; TLR4-MyD88 BLA: -3; STAT1 act: 91; FLuc inh counter: -4; Diaph inh CS: 0

Entries above that have a cyano group, in the order listed:
What do the screens show for `CN(C(=O)c1ccc(Cl)cc1)C1=CCCCC1CCC#N` (stereo unspecified)?
Diaph act CS: 1; NF-kB expr up: 1.2; FLuc act counter: 1.1; G6PDH counter: 3; APP 5'UTR act: 1; APP 5UTR inh: -1; TLR4-MyD88 BLA: 6; STAT1 act: 100; FLuc inh counter: -8; Diaph inh CS: -3

Results for CC1=CC(C)(C)N=C(NC#N)N1 ?
Diaph act CS: 0.9; NF-kB expr up: 1.1; FLuc act counter: 1.1; G6PDH counter: -6; APP 5'UTR act: 9; APP 5UTR inh: -9; TLR4-MyD88 BLA: -5; STAT1 act: 98; FLuc inh counter: -6; Diaph inh CS: 10

The main list resumes, repeating the 2 entries before the break.
Results for CC1=CC(C)(C)N=C(NC#N)N1 ?
Diaph act CS: 0.9; NF-kB expr up: 1.1; FLuc act counter: 1.1; G6PDH counter: -6; APP 5'UTR act: 9; APP 5UTR inh: -9; TLR4-MyD88 BLA: -5; STAT1 act: 98; FLuc inh counter: -6; Diaph inh CS: 10

What do the screens show for `COc1cccc(OCCCN2CCN(S(=O)(=O)c3ccc(NC(C)=O)cc3)CC2)c1`?
Diaph act CS: 1; NF-kB expr up: 0.64; FLuc act counter: 1; G6PDH counter: 1; APP 5'UTR act: 0; APP 5UTR inh: 0; TLR4-MyD88 BLA: -3; STAT1 act: 91; FLuc inh counter: -4; Diaph inh CS: 0

Results for O=C(OCc1nnc(-c2ccccc2)o1)C1CCN(S(=O)(=O)c2cccs2)CC1 ?
Diaph act CS: 0.8; NF-kB expr up: 1.4; FLuc act counter: 1.1; G6PDH counter: 0; APP 5'UTR act: 13; APP 5UTR inh: -13; TLR4-MyD88 BLA: -7; STAT1 act: 94; FLuc inh counter: -9; Diaph inh CS: 17

What do the screens show for `CN(C)CCNC(=O)COc1ccc(Cl)cc1Cl`?
Diaph act CS: 0.9; NF-kB expr up: 1.1; FLuc act counter: 1.1; G6PDH counter: 7; APP 5'UTR act: 10; APP 5UTR inh: -10; TLR4-MyD88 BLA: -1; STAT1 act: 94; FLuc inh counter: -11; Diaph inh CS: 10

What do the screens show for `Cc1oc(-c2ccc(F)cc2)cc1-c1nn2c(-c3ccco3)nnc2s1`?
APP 5'UTR act: -3; APP 5UTR inh: 2; TLR4-MyD88 BLA: -2; STAT1 act: 110

Results for C=CCN(C(=O)Cn1ncc2c1-c1cc(C)ccc1OC2)c1ccccc1 ?
Diaph act CS: 0.8; NF-kB expr up: 0.74; FLuc act counter: 1; G6PDH counter: -16; APP 5'UTR act: -3; APP 5UTR inh: 3; TLR4-MyD88 BLA: -13; STAT1 act: 101; FLuc inh counter: -2; Diaph inh CS: 22

Results for Cc1ccc(-n2ncc3c(NCCCN4CCOCC4)ncnc32)c(C)c1 ?
Diaph act CS: 0.8; NF-kB expr up: 1.1; FLuc act counter: 1.1; G6PDH counter: -7; APP 5'UTR act: 4; APP 5UTR inh: -4; TLR4-MyD88 BLA: 1; STAT1 act: 99; FLuc inh counter: -5; Diaph inh CS: 17

What do the screens show for `CC12CNCC(C)(CN(C3(O)C(=O)Nc4ccc(Br)cc43)C1)C2=O` (stereo unspecified)?
Diaph act CS: 1.1; NF-kB expr up: 1.3; FLuc act counter: 1.1; G6PDH counter: 13; APP 5'UTR act: -4; APP 5UTR inh: 4; TLR4-MyD88 BLA: 12; STAT1 act: 102; FLuc inh counter: -6; Diaph inh CS: -12

Results for O=C(c1ccc(Cl)c([N+](=O)[O-])c1)N(c1ccccn1)c1ccccn1 ?
Diaph act CS: 0.9; NF-kB expr up: 0.94; FLuc act counter: 1; G6PDH counter: 16; APP 5'UTR act: 4; APP 5UTR inh: -4; TLR4-MyD88 BLA: 1; STAT1 act: 93; FLuc inh counter: -3; Diaph inh CS: 12

Results for COc1ccc(NC(=O)CC2S/C(=N\c3nccs3)N(C)C2=O)cc1 (stereo unspecified) ?
Diaph act CS: 0.8; NF-kB expr up: 1.1; FLuc act counter: 1; G6PDH counter: 18; APP 5'UTR act: -2; APP 5UTR inh: 2; TLR4-MyD88 BLA: -3; STAT1 act: 110; FLuc inh counter: -1; Diaph inh CS: 20

How did COCCNC(=O)C(=O)NCCN1CCNCC1 do in these assays?
Diaph act CS: 1.2; NF-kB expr up: 1.4; FLuc act counter: 1; G6PDH counter: 10; APP 5'UTR act: -4; APP 5UTR inh: 4; TLR4-MyD88 BLA: -4; STAT1 act: 99; FLuc inh counter: -2; Diaph inh CS: -17

Results for CCOC(=O)c1[nH]c2ccc(F)cc2c1NC(=O)CN1CCN(C/C=C/c2ccccc2)CC1 ?
Diaph act CS: 0.9; NF-kB expr up: 0.51; FLuc act counter: 1; G6PDH counter: -2; APP 5'UTR act: -7; APP 5UTR inh: 7; TLR4-MyD88 BLA: -7; STAT1 act: 88; FLuc inh counter: -4; Diaph inh CS: 12

Results for Cc1ccc(C)c(Oc2ncnc(N)c2[N+](=O)[O-])c1 ?
Diaph act CS: 1; NF-kB expr up: 1.1; FLuc act counter: 1; G6PDH counter: -4; APP 5'UTR act: -11; APP 5UTR inh: 11; TLR4-MyD88 BLA: 1; STAT1 act: 102; FLuc inh counter: 4; Diaph inh CS: 0

What do the screens show for `CCN(CC(=O)Nc1ccc2c(c1)OCCO2)C(=O)C1CCCCC1`?
Diaph act CS: 0.9; NF-kB expr up: 0.98; FLuc act counter: 1.1; G6PDH counter: -6; APP 5'UTR act: 9; APP 5UTR inh: -9; TLR4-MyD88 BLA: 4; STAT1 act: 99; FLuc inh counter: -9; Diaph inh CS: 12

Results for COc1ccc(N(C(=O)/C=C/C(=O)Nc2cc(C)on2)C(C(=O)NC2CCCC2)c2ccccc2C)cc1 (stereo unspecified) ?
Diaph act CS: 1; NF-kB expr up: 0.79; FLuc act counter: 1.1; G6PDH counter: 18; APP 5'UTR act: -3; APP 5UTR inh: 3; TLR4-MyD88 BLA: 10; STAT1 act: 94; FLuc inh counter: -6; Diaph inh CS: 3

Results for CCOC(=O)/C=C/C(=O)OCC(=O)NCc1ccccc1 ?
Diaph act CS: 1.1; NF-kB expr up: 1.2; FLuc act counter: 0.9; G6PDH counter: -5; APP 5'UTR act: 0; APP 5UTR inh: 0; TLR4-MyD88 BLA: 3; STAT1 act: 98; FLuc inh counter: 6; Diaph inh CS: -6

How did Cc1ccc(S(=O)(=O)N(C)CC(=O)NC2CCCC2)cc1 do in these assays?
Diaph act CS: 0.9; NF-kB expr up: 1.1; FLuc act counter: 1.1; G6PDH counter: -9; APP 5'UTR act: 0; APP 5UTR inh: 0; TLR4-MyD88 BLA: 11; STAT1 act: 94; FLuc inh counter: -7; Diaph inh CS: 15

How did O=C(Nc1ccc(-c2nc3ccc(NC(=O)c4cccs4)cc3[nH]2)cc1)c1cccs1 do in these assays?
Diaph act CS: 1; NF-kB expr up: 0.31; FLuc act counter: 1.1; G6PDH counter: -9; APP 5'UTR act: -15; APP 5UTR inh: 15; TLR4-MyD88 BLA: 9; STAT1 act: 89; FLuc inh counter: -7; Diaph inh CS: -2

How did COc1ccc(CCN(C)C(=O)CCc2nnc(-c3ccccc3)o2)cc1OC do in these assays?
Diaph act CS: 1.1; NF-kB expr up: 4.1*; FLuc act counter: 1; G6PDH counter: 6; APP 5'UTR act: 81; APP 5UTR inh: -81; TLR4-MyD88 BLA: -1; STAT1 act: 159*; FLuc inh counter: 2; Diaph inh CS: -11

Results for Cc1nc2cc(-c3ccccc3)ccc2o1 ?
Diaph act CS: 1.1; NF-kB expr up: 1.5; FLuc act counter: 0.8; G6PDH counter: 2; APP 5'UTR act: 58; APP 5UTR inh: -27; TLR4-MyD88 BLA: 2; STAT1 act: 115; FLuc inh counter: 24; Diaph inh CS: -11

Source: PubChem BioAssay (several laboratories)
